# From PubChem BioAssay
# Arr AP2 block = human beta-arrestin and AP2 interaction inhibition. AID 504490. inhibition, % at 10 µM. actives 0.31% (n = 340,000). FITC-arrestin peptide / GST-AP2 beads, flow cytometry; AP2 beta2 appendage carries R879A mutation;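 active = inhibition above a set limit, near 3 SD of compounds lacking own fluorescence, cut at about 54% in these data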;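 also: plate controls were DMSO wells for no effect and 5 µM unlabelled arrestin peptide for full effect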
#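 Material – GST-tagged AP2 beta2-adaptin appendage (R879A) on 4 µm glutathione beads · Probe or stimulus – fluorescein-tagged arrestin peptide at 50 nM final · Timing – 12 min plus 1 h, RT · Detection – bead flow cytometry, FITC channel · Read-out basis – inhibition as reduced fluorescein signal on beads, percent · Medium – PBS plus Tween 20 (0.05%) and BSA (0.1%)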
# PKA-R1A activ = activates the PKA-R1A holoenzyme complex; actives 0.083% (n = 340,000); P00514+P68181; activation, % at 11.4 µM; PKA-R1A dissociation, Cy5-IP20 fluorescence polarization; scaled: DMSO 0%, 113 µM cGMP 100%;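 active = percent activation above the mean of all tested compounds plus 3 SD, cut at about 19% in these data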;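 also: higher means more PKAc released from R1A so a rise in polarization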
# Pemphigus Ab inh = blocks pemphigus antibody binding to human desmoglein-3. AID 588358. DSG3-coupled beads, scFv-anti-DSG3-GFP binding, flow cytometry; hits give low values. P32926. actives 0.48% (n = 310,000). binding (percent of control), % at 10 µM;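 active = binding more than 3 SD below its plate's average and above zero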;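 also: hits lower antibody fragment binding to DSG3; some compounds called inactive have numbers as strong as hits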
# AddAB inh = less growth of phage-infected E. coli with AddAB; E. coli expressing H. pylori AddAB, absorbance growth; actives 0.29% (n = 330,000); inhibition, % at 11.9 µM; in the data active = inhibition above about 12%;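 also: 0% = vehicle wells of infected cells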
# E coli growth = bacterial growth inhibition, counter-screen for AddAB inhibitors. actives 0.27% (n = 330,000). inhibition, % at 11.9 µM. E. coli V3065 growth, OD600 absorbance, 18 h;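 active = inhibition above the campaign's mean inhibition across all tested compounds plus 3 SD, cut at about 9.9% in these data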;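 also: uninfected addAB+ strain grown without phage in ampicillin broth; 0% = DMSO wells and 100% = ciprofloxacin 0.95 µg/ml wells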
# Tat transport = E. coli Tat transport inhibition | E. coli MC4100 TorA-mCherry Tat export, fluorescence | inhibition, % at 10 µM | actives 0.036% (n = 340,000) | AID 488895;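 active = mean replicate inhibition at least 50% and at least half of replicates individually reaching 50%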;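 also: exported cargo escapes ClpAP degradation while cytoplasmic cargo is degraded and loses fluorescence; 0% = median of neutral control wells and 100% = median of NaSCN control wells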
# phage Ecoli inh = E. coli growth loss with phage present. growth absorbance. AID 651602. inhibition, % at 11.9 µM. actives 0.26% (n = 360,000); in the data active = inhibition above about 11%
# MOR-DOR ag = OPRM1-OPRD1 heterodimerization agonism; actives 0.3% (n = 340,000); AID 504326; activation, % at 9.3 µM; cells, luminescence; P35372+P41143; in the data active = activation above about 18%;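 also: 0% = vehicle-treated cells and 100% = reference agonist; values of inactives mirror those of a sister screen read the other way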
# Target sequence (P35372 whole entry, looked up): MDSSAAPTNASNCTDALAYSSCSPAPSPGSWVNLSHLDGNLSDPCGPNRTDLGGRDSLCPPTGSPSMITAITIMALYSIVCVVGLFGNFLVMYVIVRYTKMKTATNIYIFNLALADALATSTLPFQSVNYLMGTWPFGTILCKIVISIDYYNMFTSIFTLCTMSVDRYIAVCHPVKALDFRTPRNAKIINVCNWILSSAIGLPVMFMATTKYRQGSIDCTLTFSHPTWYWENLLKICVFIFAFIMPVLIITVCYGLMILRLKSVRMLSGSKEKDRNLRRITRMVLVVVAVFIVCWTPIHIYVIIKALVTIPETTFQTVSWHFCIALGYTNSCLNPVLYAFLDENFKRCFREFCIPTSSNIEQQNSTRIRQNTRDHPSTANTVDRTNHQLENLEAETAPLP
# Target sequence (P41143 whole entry, looked up): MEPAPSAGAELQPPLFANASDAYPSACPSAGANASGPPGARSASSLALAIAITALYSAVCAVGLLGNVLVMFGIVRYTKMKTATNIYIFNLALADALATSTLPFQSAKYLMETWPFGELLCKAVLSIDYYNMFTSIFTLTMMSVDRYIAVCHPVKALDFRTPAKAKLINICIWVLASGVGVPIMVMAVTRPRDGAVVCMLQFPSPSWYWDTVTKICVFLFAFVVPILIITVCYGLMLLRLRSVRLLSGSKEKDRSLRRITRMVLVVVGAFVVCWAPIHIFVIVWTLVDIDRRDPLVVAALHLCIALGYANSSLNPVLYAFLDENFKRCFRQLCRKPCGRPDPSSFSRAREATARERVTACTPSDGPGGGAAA
# OPRM1-OPRD1 inv = inverse agonist of human OPRM1-OPRD1 heterodimerization; actives 0.21% (n = 340,000); inhibition, % at 9.3 µM; P35372+P41143; cell-based MOR-DOR heterodimer luminescence, inverse agonism; AID 504357; in the data active = inhibition above about 22%, passing the limit was not always enough;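 also: 0% = cells with DMSO and 100% = wells without cells with DMSO; values of inactives mirror those of a sister screen read the other way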
# PfHsp90 set2 = growth inhibition of yeast expressing Plasmodium Hsp90. S. cerevisiae expressing PfHsp90, BacTiter-Glo ATP, 48 h; yeast lacking PDR1 and PDR3 efflux regulators. inhibition, % at 9.4 µM. actives 0.32% (n = 310,000). AID 504621;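 active = every replicate shows inhibition above about 80%, whatever the replicate mean, limit read from the data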;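 also: 0% = DMSO neutral controls and 100% = 20 µM radicicol positive controls; yeast relying on Plasmodium falciparum Hsp90 in place of its own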
# Mot1-301 SUMO = inhibitors of SUMOylation pathway: yeast Mot1-301 growth rescue. growth rescue, % at 18.8 µM. S. cerevisiae Mot1-301 growth rescue, ATP luminescence, 38.5C; percent above DMSO median, 100 means doubled. AID 2716. actives 1% (n = 320,000);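 active = every valid replicate shows activation above 250% relative to neutral control wells; inactive = the rest, any valid replicate at or below 250%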;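 also: OY570 slx delta 5 strain wells were the positive control but not used for scaling; some compounds called inactive have numbers as strong as hits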
# Numbers without * were called inactive; . = not tested or not shown.
SMILES,Arr AP2 block,PKA-R1A activ,Pemphigus Ab inh,AddAB inh,E coli growth,Tat transport,phage Ecoli inh,MOR-DOR ag,OPRM1-OPRD1 inv,PfHsp90 set2,Mot1-301 SUMO
COc1ccc(Cl)cc1NC(=O)CSc1nc(N2CCCCC2)nc(N2CCCCC2)n1,-11,1,.,4.8,1.2,3,-0.1,-2.3,10,9,0
CC(=O)N1c2ccc(S(=O)(=O)N3CCC(C(=O)NC4CCCC(C)C4C)CC3)cc2CC1C (stereo unspecified),9,0,106,-2.2,-0.7,2,2.4,-1.8,9,7,19
Cc1cc(C(=O)NCC2CCCCC2)ccc1[N+](=O)[O-],-7,7,93,6.7,3.0,-1,3.8,-1.9,12,18,-10
O=C(CN(C(=O)CNC(=O)c1cccs1)c1cccc(F)c1)NC1CCCC1,19,-1,102,2.9,-2.1,0,1.2,-2.0,11,-15,17
CC(C)(C)OC(=O)NCCCCCNC(=O)c1nc[nH]c1C(=O)NCCCCCNC(=O)OC(C)(C)C,31,-3,96,2.5,1.4,8,1.9,1.2,-7,-16,-3
C/C(=N/NS(=O)(=O)c1ccccc1)c1ccc(Cl)cc1,-11,-9,97,-0.2,-3.1,-6,3.7,-1.5,8,9,1
CC(C)(C)c1ccc(C(=O)NCC(=O)OCC(=O)N2CCCC2)cc1,39,2,.,-0.3,1.2,-5,-0.7,-2.2,9,-4,2
COc1ccc(C)cc1NC(=O)Nc1cccc(C)c1,7,-2,106,-1.0,-0.3,-4,4.4,3.8,-19,13,7
Clc1ccc(-c2csc(N/N=C\c3cccnc3)n2)cc1,-14,-3,91,2.8,0.5,-2,5.3,8.1,-42,-1,5
CCCCCn1c(NCc2ccco2)nc2ccccc21,3,1,110,-0.1,-0.4,1,3.3,-3.1,16,6,11
CN(Cc1cccs1)C(=O)CCc1ccc(S(=O)(=O)N2CCOCC2)cc1,28,5,.,1.9,-0.7,5,0.9,-2.6,16,8,77
COc1ccccc1-c1ccc(SCc2ccc([N+](=O)[O-])cc2)nn1,-22,-6,94,-1.2,-0.7,5,2.5,0.7,-3,-10,1
COc1ccc2nc(CC(C)(C)CC(=O)O)c[n+]([O-])c2c1,-7,-1,99,1.9,2.9,1,1.6,-3.7,18,-10,12
CCCCn1c(N)c(N(CCOC)C(=O)Cn2c(=O)oc3ccccc32)c(=O)[nH]c1=O,25,-6,101,-1.4,2.0,2,0.7,2.0,-13,.,-19
CCN(CC)C(=O)CSc1nc2ccccc2c(=O)[nH]1,18,-13,94,-0.7,1.5,4,0.9,-1.4,8,-13,17
CC(C)=CC(=O)OCC(=O)NC1CCCc2ccccc21 (stereo unspecified),27,1,108,1.8,2.6,-5,2.5,-1.5,8,15,16
CCC(C)NC(=O)c1cn(CC)c2ccc(S(=O)(=O)N(C)C)cc2c1=O (stereo unspecified),3,-3,113,6.8,-1.2,6,3.0,-1.1,5,16,-12
Cc1cc(=O)[nH]c(SCC2(O)C3CC4CC(C3)CC2C4)n1 (stereo unspecified),12,-11,108,3.0,2.5,-12,2.4,-1.0,4,20,8
COc1ccc(S(=O)(=O)NC2CCCC2)c(Cl)c1Cl,2,-11,97,0.6,0.5,5,1.1,-2.7,14,-22,10
O=C(Nc1cccc([N+](=O)[O-])c1)c1ccc2c(c1)OCO2,4,3,99,2.2,-0.6,5,3.9,-1.0,5,-9,-9
CC(NC(=O)[C@H](Cc1c[nH]c2ccccc12)NC(=O)[C@@H]1Cc2ccccc2CN1)c1ccccc1 (stereo partly specified),-5,-4,102,2.2,1.8,2,3.9,-0.4,2,-9,-1
O=C(Nc1nc2ccc(F)cc2s1)C1=COCCO1,14,-1,.,0.7,-0.8,-2,-0.5,1.2,-8,.,-9
CC12CN3CC(=O)N4CC5(C)CN(CC(C)(C4)C5=O)C(=O)CN(C1)CC(C)(C3)C2=O,-6,4,101,1.2,-2.5,7,2.3,-2.0,10,-5,-15
S=C1N(c2ccccc2)C(c2ccc(Cl)cc2)N2CCCN12 (stereo unspecified),25,-7,102,-1.5,2.5,0,2.0,0.0,0,-7,17
O=C(NCCOc1ccc(F)cc1)C1CCC(=O)N(CC2CCCCC2)C1 (stereo unspecified),22,-6,87,1.6,-3.3,-4,0.1,-3.3,17,0,45
O=C(CS(=O)(=O)c1ccc(Cl)cc1)NCCS(=O)(=O)c1ccc(Cl)cc1,-6,9,95,0.3,-1.6,-13,2.3,0.2,-1,-10,-2
CCc1sc(C(=O)Nc2nc(-c3ccccn3)cs2)cc1C,-1,-9,138,-5.9,-8.3,0,.,-1.1,6,107*,-16
COC(=O)c1cc(NC(=S)NC(=O)c2ccccc2)ccc1N1CCOCC1,53,12,101,-2.5,0.8,-1,-0.9,-4.1,21,-4,-14
CCC(=O)c1cn(CC(=O)Nc2ccccc2F)c2ccccc12,5,-10,105,5.0,1.4,-5,2.1,-2.5,12,0,-1
CN(Cc1ccccc1)S(=O)(=O)c1ccc(OCC(=O)N2CCOCC2)cc1,2,-6,99,-0.1,1.2,3,0.5,0.1,0,-11,13

# Shown with each value named: part of the list above
> COC(=O)c1cc(NC(=S)NC(=O)c2ccccc2)ccc1N1CCOCC1
  Arr AP2 block = 53	PKA-R1A activ = 12	Pemphigus Ab inh = 101	AddAB inh = -2.5	E coli growth = 0.8	Tat transport = -1	phage Ecoli inh = -0.9	MOR-DOR ag = -4.1	OPRM1-OPRD1 inv = 21	PfHsp90 set2 = -4	Mot1-301 SUMO = -14

> O=C(Nc1nc2ccc(F)cc2s1)C1=COCCO1
  Arr AP2 block = 14	PKA-R1A activ = -1	Pemphigus Ab inh = .	AddAB inh = 0.7	E coli growth = -0.8	Tat transport = -2	phage Ecoli inh = -0.5	MOR-DOR ag = 1.2	OPRM1-OPRD1 inv = -8	PfHsp90 set2 = .	Mot1-301 SUMO = -9

> O=C(NCCOc1ccc(F)cc1)C1CCC(=O)N(CC2CCCCC2)C1 (stereo unspecified)
  Arr AP2 block = 22	PKA-R1A activ = -6	Pemphigus Ab inh = 87	AddAB inh = 1.6	E coli growth = -3.3	Tat transport = -4	phage Ecoli inh = 0.1	MOR-DOR ag = -3.3	OPRM1-OPRD1 inv = 17	PfHsp90 set2 = 0	Mot1-301 SUMO = 45

> S=C1N(c2ccccc2)C(c2ccc(Cl)cc2)N2CCCN12 (stereo unspecified)
  Arr AP2 block = 25	PKA-R1A activ = -7	Pemphigus Ab inh = 102	AddAB inh = -1.5	E coli growth = 2.5	Tat transport = 0	phage Ecoli inh = 2.0	MOR-DOR ag = 0.0	OPRM1-OPRD1 inv = 0	PfHsp90 set2 = -7	Mot1-301 SUMO = 17

# Three entries out of the list, sorted by SMILES length, descending:
SMILES,Arr AP2 block,PKA-R1A activ,Pemphigus Ab inh,AddAB inh,E coli growth,Tat transport,phage Ecoli inh,MOR-DOR ag,OPRM1-OPRD1 inv,PfHsp90 set2,Mot1-301 SUMO
COC(=O)c1cc(NC(=S)NC(=O)c2ccccc2)ccc1N1CCOCC1,53,12,101,-2.5,0.8,-1,-0.9,-4.1,21,-4,-14
COc1ccc2nc(CC(C)(C)CC(=O)O)c[n+]([O-])c2c1,-7,-1,99,1.9,2.9,1,1.6,-3.7,18,-10,12
Clc1ccc(-c2csc(N/N=C\c3cccnc3)n2)cc1,-14,-3,91,2.8,0.5,-2,5.3,8.1,-42,-1,5

# Next structures:
SMILES,Arr AP2 block,PKA-R1A activ,Pemphigus Ab inh,AddAB inh,E coli growth,Tat transport,phage Ecoli inh,MOR-DOR ag,OPRM1-OPRD1 inv,PfHsp90 set2,Mot1-301 SUMO
Cc1cc(S(=O)(=O)NC2CCCCC2)ccc1OCC(=O)N1CCOCC1,1,7,99,1.6,0.5,2,.,-2.6,14,5,-7
N#Cc1cc2c(nc1Cl)CCCC2,-6,0,97,2.7,-2.0,-2,2.4,2.3,-12,-16,1
CN1CCN(C(=O)c2c(NC(=O)c3ccco3)sc3c2CCC(C(C)(C)C)C3)CC1 (stereo unspecified),25,-14,98,-0.2,-2.8,-7,0.5,-2.3,13,.,-10
COC(=O)C1=C(C)NC(=O)CC1c1cccc(Cl)c1Cl (stereo unspecified),-4,5,100,-0.6,-0.1,-3,1.0,-0.8,4,8,-19
COc1cccc(CN2CCN(CCCc3ccccc3)C(CCO)C2)c1OC (stereo unspecified),-3,10,104,5.0,0.9,6,-1.5,-3.4,16,8,3
Clc1ccc2oc(-c3ccccc3)cc(=NCCCN3CCOCC3)c2c1,17,-8,101,.,.,-5,-2.1,0.1,-1,-6,.
COc1ccc(C2=NN(C(=O)CSc3nc(=O)n4cc(C)ccc4n3)C(c3ccc(C)cc3)C2)cc1 (stereo unspecified),0,-3,95,6.6,-1.4,11,2.6,-3.1,20,.,-9
Cc1cccc(-c2nnc(SCc3ccc(C#N)cc3)n2Cc2ccco2)c1,-1,-15,97,2.6,0.2,6,1.7,-3.8,20,4,-1
COc1ccccc1CNC(=O)c1ccc(Cl)c(NC2=NC3CS(=O)(=O)CC3S2)c1 (stereo unspecified),21,4,99,-0.7,0.9,-2,1.8,-2.2,12,-3,10
O=[N+]([O-])c1ccc(-c2c(-c3ccccc3)ncc3cc(F)ccc23)cc1,29,0,104,0.1,-1.8,14,4.5,1.7,-9,-28,-12
O=C1/C(=C/c2ccc(O)c(O)c2)SC(=S)N1Nc1ccccc1,9,-2,95,.,.,-13,.,-1.4,10,1,.
